Screens as filed in PubChem BioAssay.
Growth percent in the NCI-60 one-dose screen (48 h, 10 µM unless noted): 100 = growth as untreated, 0 = no growth, -100 = all killed.
HCT-15: HCT-15 colon cancer; 82,000 tested, 5.2% active; AID 1794746
A498: A498 renal cancer cells; 76,000 tested, 5.4% active
COLO 205: COLO 205 colon cancer; 79,000 tested, 7.3% active; AID 1794742
SNB-75: SNB-75 CNS cancer; AID 1794750; 79,000 tested, 5% active
HCC-2998: HCC-2998 colon cancer; 79,000 tested, 4.7% active; AID 1794799
SW-620: SW-620 colon cancer; 82,000 tested, 5.2% active; AID 1794795
KM12: KM12 colon cancer cells; 82,000 tested, 5% active
HT29: HT29 colon cancer; 81,000 tested, 7.4% active
HCT-116: HCT-116 colon cancer; 82,000 tested, 7.3% active
The depositor's hits bear a star; nt = no result given; & = joins results of further samples. Rule for the calls: active = growth percent below 10; inactive = the rest.

SMILES	HCT-15	A498	COLO 205	SNB-75	HCC-2998	SW-620	KM12	HT29	HCT-116
COc1ccc(Cc2nnc(Nc3nc4ccccc4s3)s2)cc1	92	98	111	92	103	98	102	110	104
CCCCCCCCCCCC(=O)c1ccccc1	96	119	113	94	104	134	101	110	95
O=C(OCCO)c1c(Cl)c(Cl)c(Cl)c(Cl)c1-c1c2cc(Br)c(=O)c(Br)c-2oc2c(Br)c(O)c(Br)cc12	99	121	108	90	98	105	103	92	98
Nc1c(C(=O)Nc2ccc(Cl)cc2)cc(-c2nc3ccccc3s2)c(=O)n1NS(=O)(=O)c1ccc(Cl)cc1	97	nt	105	84	107	97	99	104	99
O=C1CSC(=S)N1Nc1ccccc1	103&102	101&110	106&97	102&89	104&104	102&104	81&98	103&103	98&91
O=C1c2nc3n(c2C(=O)c2nc4n(c21)CCCC4)CCOC3	95	109	114	108	99	103	89	90	93
O=C(O)c1cc([N+](=O)[O-])ccc1-c1ccc([N+](=O)[O-])cc1C(=O)O	111	99	113	89	99	105	110	104	104
O=c1nccc(Nc2ccccc2)[nH]1	101	103	113	94	nt	97	107	109	97
CC(C)C1=NOC(=O)C1=Cc1cn(-c2ccccc2)nc1-c1ccc(Br)cc1	74	57	98	66	76	58	85	60	64
O=S(=O)(NC1C2c3ccccc3C(c3ccccc32)C1O)c1ccc(Cl)cc1Cl (configuration not stated)	86	38	108	64	103	98	97	96	91
CCN1CCN(CCC(=O)Nc2cccc(-n3cc(-c4ccncc4)c(-c4ccc(Cl)c(OC)c4)n3)c2)CC1	14	-14*	-69*	9.2*	44	10	16	-23*	5.2*
CN(C)c1nc(NCCNS(=O)(=O)c2ccc(C3=Nc4c(N)nc(N)nc4NC(c4ccccc4)C3)cc2)nc(N2CCOCC2)n1 (configuration not stated)	99	82	105	66	106	99	105	100	91
CC/C(=C(\c1ccc(OCCN2CCCCCCC2)cc1)c1ccc(OC(=O)c2ccccc2)cc1)c1ccc(Cl)cc1	96	93	116	98	103	89	99	98	93
COc1ccc(Oc2nc(Nc3ccc(F)cc3)ncc2NC(=O)Nc2cc(OC)cc(OC)c2)cc1	97	76	nt	72	99	98	97	98	81
NC(=O)C1C=CN(Cc2ccccc2)C=C1	102	96	105	90	nt	105	106	96	86
CCC(NN)C(=O)OCc1ccccc1 (configuration not stated)	101	87	109	82	91	108	115	nt	95
O=C(c1ccccc1)C1CCC=C1c1ccccc1 (configuration not stated)	107	99	109	99	nt	105	111	112	94
COC(=O)c1cc(/C=C/c2ccccc2)[nH]c(=O)c1C#N	103	118	115	90	109	99	102	98	95
O=S(=O)(c1ccc(F)cc1)c1nc(-c2ccccc2)oc1SCc1ccc(F)cc1	76	56	109	61	96	91	88	78	71
Cc1ccc(C(O)c2ccccc2Cl)c(C)c1 (configuration not stated)	97	74	109	87	96	99	98	114	104
COC(=O)c1c(C(=O)OC)c2ccc3c4ccccc4ccc3n2c1C(=O)CBr	69	143	113	135	101	95	95	87	95
CC1=CC(=O)OC1C/C=C(\C)CCC1[C@@]2(C)CCC[C@@](C)(C(=O)O)C2CC[C@@]1(C)O (some centres not stated)	14	53	87	74	44	32	26	87	28
C/C1=C\[C@H](C)CC[C@H](C(Cl)(Cl)Cl)OC(=O)C[C@@H]([C@@H]2C[C@H]2Cl)OC(=O)/C=C/[C@@H]2[C@@H]1CC=C1C(=O)NC[C@@]12C	83	nt	94	99	114	115	102	85	79
O=C(c1ccc(Cc2n[nH]c(=O)c3cccnc23)cc1)N1CCCC1	110	114	112	108	109	106	109	106	98
Cn1cc(-c2cc(N)n3nc(-c4c[nH]c5ccc(Cl)cc45)cc3n2)c2cc(Br)cnc21	-80*	29	-92*	-24*	-99*	-79*	-69*	-72*	-74*
Cc1ccc(C(=O)Nc2cccc3[nH]c(C(F)(F)F)nc23)cc1	94	51	74	96	96	97	89	105	81
CC(Br)C(Br)c1cc2c(cc1Br)OCO2 (configuration not stated)	101	99	90	78	96	109	103	96	88
CCOC(=O)c1cc(-c2ccccc2)nc2c(O)cccc12	79	82	119	79	nt	94	87	96	87
Clc1ccc(-c2nc3ccccc3s2)cc1	95&101	66&94	109&111	75&81	96&114	95&94	89&103	93&105	86&96
COc1cccc(/C=C/C(=O)c2c(C)nc3ccccc3c2/C=C/c2ccc(C)cc2)c1OC	19	74	81	42	36	31	66	30	8.4*
N#CC1C(c2ccc(Cl)cc2)=Nc2c(c(-c3ccccc3)nn2-c2ccccc2)C12C(=O)Nc1ccc(Cl)cc12 (configuration not stated)	20	60	51	46	55	42	26	23	26
COC(=O)[C@]1(CCSC)N[C@H](c2cn(-c3ccccc3)nc2C)[C@@H]2C(=O)N(c3ccc(Cl)cc3)C(=O)[C@@H]21	105	92	122	84	103	99	109	88	95
CC1CCC2(CC1)SCC(=O)N2NC(=O)Cc1ccccc1Nc1c(Cl)cccc1Cl (configuration not stated)	105	124	104	96	108	111	104	95	89
O=C(C1CC2CCC13CCCCC23)C1CC2CCC13CCCCC23 (configuration not stated)	99	78	111	79	108	97	100	92	98
O=C(NCc1ccc(Cl)cc1)c1[nH]c2ccccc2c1Cl	104	77	105	94	104	98	95	108	103
COc1cc(CNc2cccc3[nH]c(C(F)(F)F)nc23)cc(OC)c1	88	81	104	95	105	100	80	102	94

A stretch of the results above, for reference:
SMILES	HCT-15	A498	COLO 205	SNB-75	HCC-2998	SW-620	KM12	HT29	HCT-116
COc1ccc(Cc2nnc(Nc3nc4ccccc4s3)s2)cc1	92	98	111	92	103	98	102	110	104
CCCCCCCCCCCC(=O)c1ccccc1	96	119	113	94	104	134	101	110	95
O=C(OCCO)c1c(Cl)c(Cl)c(Cl)c(Cl)c1-c1c2cc(Br)c(=O)c(Br)c-2oc2c(Br)c(O)c(Br)cc12	99	121	108	90	98	105	103	92	98
Nc1c(C(=O)Nc2ccc(Cl)cc2)cc(-c2nc3ccccc3s2)c(=O)n1NS(=O)(=O)c1ccc(Cl)cc1	97	nt	105	84	107	97	99	104	99
O=C1CSC(=S)N1Nc1ccccc1	103&102	101&110	106&97	102&89	104&104	102&104	81&98	103&103	98&91
O=C1c2nc3n(c2C(=O)c2nc4n(c21)CCCC4)CCOC3	95	109	114	108	99	103	89	90	93
O=C(O)c1cc([N+](=O)[O-])ccc1-c1ccc([N+](=O)[O-])cc1C(=O)O	111	99	113	89	99	105	110	104	104
O=c1nccc(Nc2ccccc2)[nH]1	101	103	113	94	nt	97	107	109	97
CC(C)C1=NOC(=O)C1=Cc1cn(-c2ccccc2)nc1-c1ccc(Br)cc1	74	57	98	66	76	58	85	60	64
O=S(=O)(NC1C2c3ccccc3C(c3ccccc32)C1O)c1ccc(Cl)cc1Cl (configuration not stated)	86	38	108	64	103	98	97	96	91
CCN1CCN(CCC(=O)Nc2cccc(-n3cc(-c4ccncc4)c(-c4ccc(Cl)c(OC)c4)n3)c2)CC1	14	-14*	-69*	9.2*	44	10	16	-23*	5.2*
CN(C)c1nc(NCCNS(=O)(=O)c2ccc(C3=Nc4c(N)nc(N)nc4NC(c4ccccc4)C3)cc2)nc(N2CCOCC2)n1 (configuration not stated)	99	82	105	66	106	99	105	100	91
CC/C(=C(\c1ccc(OCCN2CCCCCCC2)cc1)c1ccc(OC(=O)c2ccccc2)cc1)c1ccc(Cl)cc1	96	93	116	98	103	89	99	98	93

Next part
SMILES	HCT-15	A498	COLO 205	SNB-75	HCC-2998	SW-620	KM12	HT29	HCT-116
CC(=O)c1cc(C(C)=O)c2ccccc2c1O	96	81	103	79	110	97	103	108	99
Brc1ccccc1C[n+]1ccc2ccccc2c1	105	80	76	79	85	86	81	71	83
C/C(=C(/c1ccccc1)c1ccc(N2C(=O)c3cccc4c(NC5CCCCC5)ccc(c34)C2=O)cc1)c1ccccc1	97	68	96	84	118	94	91	86	85
Cc1c(C)c(C)c(C(=O)c2ccccc2C(=O)NCCSC(C)(C)C)c(C)c1C	94	82	111	83	103	106	102	95	94
Cc1cc(SC#N)ccc1O	100	92	116	91	102	100	101	108	96
BrCC1OCC2(CCCCC2)O1 (configuration not stated)	112	nt	119	88	96	104	100	107	93
CCOC(CN1CCCCC1)OCC	105	100	108	105	101	107	105	113	110
Clc1nc(Cl)c2[nH]cc(Cl)c2n1	101	126	108	101	111	106	87	105	98
CCCc1cc(=O)[nH]c(=S)[nH]1	92	118	130	111	102	103	105	116	105
O=C1C=C(O)C(=O)C=C1O	107	92	94	95	111	104	107	105	105
O=[N+]([O-])c1ccc(NS(=O)(=O)c2ccc(Cl)c(Cl)c2)cc1	89	56	122	87	69	103	90	102	85
CCOC(C)(c1ccc(Cl)cc1)C1CCNCC1 (configuration not stated)	95	86	118	82	89	79	98	85	98
C(=C\[n+]1ccc2ccccc2c1)/c1ccccc1	101	76	104	97	91	93	101	99	84
O=C(COc1ccc(C2SCC(=O)N2c2ccccc2)cc1)c1ccccc1 (configuration not stated)	97	nt	111	88	102	104	99	105	95
CCN(CC)CCOc1ccc(C(=C(c2ccccc2)C2CCCC2)c2ccc(OCCN(CC)CC)cc2)cc1	-70*	96	-84*	10	-62*	33	-7.2*	-5.4*	13
CCOC(=O)c1c(C)nc(C)c(C(=O)OCC)c1-c1ccc(OC)cc1	98	90	100	87	87	99	102	106	91
COC(=O)CC1(C(=O)OC)Nc2cc(Cl)c(Cl)cc2S(=O)(=O)N1O (configuration not stated)	115	86	114	106	nt	97	92	99	100
CCOC(=O)C(CCc1ccc([N+](=O)[O-])cc1)(CCc1ccc([N+](=O)[O-])cc1)C(=O)OCC	96	81	94	99	nt	96	102	100	93
CN(C)c1ccc(/C=C/C(=O)c2ccccc2)cc1	62	74	94	100	97	64	51	63	67
Nc1nc(CSCc2n[nH]c(=S)o2)nc(Nc2ccccc2)n1	100	108	103	88	101	99	102	102	107
COC(=O)[C@@H](NC(=O)NC(=O)NC(=O)CI)C(C)C	37	88	39	102	113	9.8*	100	60	75
O=NN(CCCl)C(=O)NC1CCC(NC(=O)N(CCCl)N=O)CC1 (configuration not stated)	100	90	103	74	88	63	92	96	84
COc1cc2c(cc1OCCCCCOc1ccc(-n3c(C)nc4ccccc4c3=O)cc1)N=C[C@@H]1CCCN1C2=O	9.4*	-72*	-22*	-81*	-62*	-14*	-46*	-1.2*	0.7*
CCOC(=O)/C(F)=C/C1CC1C(c1ccccc1)c1ccccc1 (configuration not stated)	67	88	117	90	102	75	83	81	62
COc1c(Cl)cc(Cl)c2ccc(C=C3C(=O)NC(=S)NC3=O)nc12	103	94	113	95	99	104	112	109	-76*
C[C@H]1N[C@]2(C(=O)Nc3ccccc32)[C@@H](c2ccc(F)cc2)[C@@H]1C(=O)c1ccc(O)cc1	99	98	121	98	110	109	100	112	95
OCCCCc1nccc2c1[nH]c1ccccc12	104	112	nt	81	nt	108	110	95	101
O=C(Nc1ncc(Cc2ccc(Cl)c(Cl)c2)s1)c1cc(Br)cs1	83	119	109	97	101	103	97	96	98
CC1SC(=S)N(CCc2ccccc2)C1=O (configuration not stated)	102	nt	118	107	104	106	103	104	114
O=C(OCC1OC(F)C(OC(=O)c2ccccc2)C1OC(=O)c1ccccc1)c1ccccc1 (configuration not stated)	100	nt	109	99	105	110	106	99	101
CCCCOc1ccc(NC(=O)n2ncc3cc(N=NN(C)C)ccc32)cc1	64	76	75	111	56	101	66	61	57
N#Cc1c(-c2ccco2)nc(N2N=C(c3ccccc3)CC2c2ccc(F)cc2)[nH]c1=O (configuration not stated)	99	95	125	93	104	104	95	108	99
O=C(Nc1ccc(-n2ccc3c(NC(=O)c4ccccc4)ncnc32)cc1)Nc1cccc(Cl)c1Cl	9.4*	12	16	3.2*	65	11	21	-40*	-25*
NS(=O)(=O)c1ccc(OCCOc2ccc(S(N)(=O)=O)cc2)cc1	98	98	104	103	101	102	97	98	93
O=Nc1c(-c2ccccc2)n(O)[n+]([O-])c1-c1ccccc1	104	76	119	110	107	112	105	102	100
CC1(C)CC(=O)C2=C(C1)OC1=C(C(=O)CC(C)(C)C1)C2c1cccc([N+](=O)[O-])c1	104	97	115	93	115	103	99	103	108
Nc1cc(C(=O)NC[C@H]2CN(c3ccc(N4CCC(C(=O)O)CC4)cc3)C(=O)O2)ccc1Cl	102	96	104	85	107	98	100	104	105
O=[N+]([O-])c1ccc(Cc2nc3ccccc3s2)cc1	105	105	102	82	108	95	105	104	106
Cc1ncc(C[n+]2csc(CCO)c2C)c(N)n1	109	98	106	102	110	104	120	103	103
CC1CCc2c(sc3nc(Nc4ccccc4)n(NC(=S)Nc4ccccc4)c(=O)c23)C1 (configuration not stated)	82	nt	121	117	111	99	96	102	103
Cc1nc2ccccc2c(/C=C/c2ccc(F)cc2)c1C(=O)c1ccccc1	84	97	99	87	92	88	92	76	64
CCCCCC(=O)OCc1ccccc1	95	114	106	90	97	98	98	106	94
CCCCCCCCCC1CCN(C(c2ccc(NC(C)=O)cc2)c2ccc(NC(C)=O)cc2)CC1	111	84	127	72	99	99	88	108	102
COc1ccc(Cn2cc3c(c2)-c2ncncc2CC3)cc1	111	107	117	101	119	105	112	114	100
CC(C)(CCOC(=O)Nc1cccc2ccccc12)c1ccccc1	100	95	108	103	117	97	94	110	93
O=C(/C=C/Nc1ccc(S(=O)(=O)O)cc1)c1ccc(F)cc1	96	93	101	92	106	95	104	103	107
COc1cc(/C=N/Nc2nc(-c3ccc(F)cc3)c(C#N)c(N3CCOCC3)n2)ccc1O	100	88	101	84	117	95	103	96	97
CC(=O)Nc1cccc(-c2ccc3c(c2)NC(=O)/C3=C\c2ccc[nH]2)c1	27	nt	39	53	57	38	15	26	37
O=C(Nc1cccc(Cl)c1)c1cc([N+](=O)[O-])ccc1O	62	8.4*	77	68	29	59	43	50	46
